# High-throughput results deposited in PubChem by National Center for Advancing Translational Sciences (NCATS).
# GCN5L2 inh: blocks human GCN5L2 histone acetyltransferase; Q92830; GCN5L2 HAT assay, ThioGlo1 CoA-SH fluorescence; Potency, µM (series often up to 58.9 µM), inactives show at the top dose activity change, negative = inhibition, actives largely listed as inhibitors; 390,000 compounds, 0.21% hits; AID 504327
#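 GCN5L2 (20nM final) in 50mM HEPES, 0.1mM EDTA pH 7.5, 0.01% Tween-20 was preincubated 15 min at room temperature with compound, then given ThioGlo1 (50uM), H3(1-25) peptide (75uM) and acetyl-CoA (70uM); CoA-thiol fluorescence (Ex340/Em540) was read at 0 and 20 min.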
# TDP1 inh: blocks human tyrosyl-DNA phosphodiesterase 1; recombinant TDP1, AlphaScreen DNA substrate cleavage; Q9NUW8; Potency, µM (top dose mostly 130 µM), inactives show at the highest dose activity change, negative = inhibition, hits mostly inhibitors; AID 485290; 350,000 compounds, 0.28% hits; also: nearly all actives have a fitted effect of over 40% in size
# Target sequence (Q9NUW8 whole entry, looked up): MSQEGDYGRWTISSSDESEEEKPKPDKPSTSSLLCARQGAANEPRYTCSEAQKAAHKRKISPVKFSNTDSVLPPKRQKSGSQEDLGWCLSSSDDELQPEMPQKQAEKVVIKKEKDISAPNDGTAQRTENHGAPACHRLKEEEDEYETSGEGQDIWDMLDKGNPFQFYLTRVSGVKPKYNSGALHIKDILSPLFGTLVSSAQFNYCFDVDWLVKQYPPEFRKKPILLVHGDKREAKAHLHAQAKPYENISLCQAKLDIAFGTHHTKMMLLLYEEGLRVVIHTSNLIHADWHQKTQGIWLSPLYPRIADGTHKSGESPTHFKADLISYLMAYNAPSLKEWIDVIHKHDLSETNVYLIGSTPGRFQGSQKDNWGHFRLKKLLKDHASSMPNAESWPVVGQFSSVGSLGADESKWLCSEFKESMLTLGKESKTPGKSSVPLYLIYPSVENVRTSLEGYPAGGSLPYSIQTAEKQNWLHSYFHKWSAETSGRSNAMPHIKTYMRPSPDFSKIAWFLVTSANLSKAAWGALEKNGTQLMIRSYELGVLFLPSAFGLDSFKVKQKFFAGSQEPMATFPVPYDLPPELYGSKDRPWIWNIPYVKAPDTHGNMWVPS
#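 Steps: enzyme plus compound, 15 min RT; add biotin/phosphotyrosine-FITC oligonucleotide (15 nM final), react 5 min; add donor/acceptor beads (10 ug/ml final), 10 min; read AlphaScreen. Tdp1 at 1 nM final.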
# DT40 TDP1 no CPT: qHTS for Inhibitors of human tyrosyl-DNA phosphodiesterase 1 (TDP1): qHTS in cells in absence of CPT | DT40 Tdp1-/- hTDP1 cells, no CPT, ATP luminescence, 48 h | 420,000 compounds, 15% hits | Potency, µM (doses to about 46.2 µM), for inactives: at the highest dose activity change, negative = growth inhibition, most hits filed as inhibitors; also: nearly all actives have a fitted effect of over 55% in size
#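 Growth of hTDP1-complemented DT40 Tdp1-knockout cells is measured by ATP luminescence after at least 48 hr compound exposure at 37 °C, with DMSO substituting for the 20 nM CPT used in the parallel screen.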
# * hit, by the source's call; ? = inconclusive; . = not tested or not shown; & = joins results of further samples; [ ] = dose if it differs, or a comment. Calls follow the shape of the dose curve; as a rule, active = well fitted curve in the direction sought with a large enough effect; inconclusive = small, poorly fitted or top-dose-only effect, or another doubt; inactive = no such curve, though single readings can be large; an effect the other way counts as inactive or inconclusive. % is scaled to controls: 0 for no effect and ±100 for the full control effect; potency is read from the fitted curve at half-maximal effect. This is a subset, so the mix of outcomes need not match the whole.
SMILES,GCN5L2 inh,TDP1 inh,DT40 TDP1 no CPT
COc1cc2c(cc1OC)[C@@H]1CC(=O)[C@@H](CC(C)C)CN1CC2,.,1%,?
N/C(=N\OC(=O)c1ccc(Br)o1)c1cccnc1,-4%,0%,0%
Cc1ccc(NC(=O)CN(C)S(=O)(=O)c2cccc3cccnc23)cc1C,4%,.,15µM*
OCCN1CCN(c2ncnc3nc[nH]c23)CC1,3%,10%,-11%
C=C(C)C1CC=C(C(=O)O)CC1 (centres undefined),3%,10%&10%[56.1 µM],-4%
COc1cc(NC(=S)Nc2cccnc2)cc(OC)c1,35%[activator],1%,?
CCN(CC)CCN(CC(=O)Nc1c(C)cc(C)cc1C)C(=O)c1ccccc1,-1%,.,3%
CC1Cc2ccccc2N1C(=S)NC1CCCC1 (centres undefined),2%,1%,-1%
O=C(CN1C(=O)NC2(CCCC2)C1=O)N1CCCSC1=Nc1ccccc1,-2%,4%,-13%
O=Cc1cn(CC(=O)Nc2ccccc2)c2ccccc12,?,.,?
COc1ccc(NC(=O)C2(c3ccc(NC(=O)c4ccc(OC)cc4)cc3)CCCC2)cc1,-1%,3%,-3%
Cc1cc(C)c2nc(N3CCCC(C(=O)NCc4cccc(Br)c4)C3)sc2c1 (centres undefined),0%,2%,-25%
Cc1cc(NC(=O)C(C)SCC(=O)Nc2ccccc2N2CCCC2)no1 (centres undefined),-8%,-2%,?
Cc1ccc2cccc(NC(=O)c3ccc(-c4cccc([N+](=O)[O-])c4)o3)c2n1,-10%,2%,.
COc1cc(CN(C(=O)c2ccc(OC(C)C)cc2)C2CCS(=O)(=O)C2)cc(OC)c1OC (centres undefined),-1%,4%,-17%
COC(=O)c1c(C(=O)OC)c(-c2ccc(F)cc2)n2c1CSC2,-1%,.,?
COC(=O)[C@@H]1CCCN1Cc1nc(Cc2ccccc2F)no1,-2%,6%,4%
CN(C)C(=O)CCc1ccc2c3c([nH]c2c1)[C@]1(C)[C@@H](C(=O)N2CCCCC2)C[C@H](CC(=O)NCCC2=CCCCC2)C(=O)N1CC3,0%,0%[56.1 µM],16µM*
Cc1cccc(-n2cc(-c3ccccc3)c3c(NC4CCCC4)ncnc32)c1,-6%,-3%,16µM*
CCNc1ccc(C(=O)OCC(=O)NC(=O)NCC(C)C)cc1[N+](=O)[O-],16%,-3%,-10%
CCC(CO)Oc1cc(NCc2ccccc2O)c2ncn(C(C)C)c2c1 (centres undefined),-6%,7%,18µM*
CCOc1ccccc1OCCCC(=O)Nc1sccc1C(N)=O,2%,0%,16µM*
CN(/N=C/c1ccc(Cl)cc1)c1ncc(Cl)cc1C(F)(F)F,0%,-3%,0%
Cc1ccccc1-c1noc(-c2nnn(-c3ccccc3C)c2N)n1,-3%,-3%,4%
N#CC1=C(N)C(C#N)(C#N)[C@H](c2ccsc2)[C@H]2COCC=C12,0%,-2%,?
Cn1c(-c2ccc(F)cc2)cnc1NCc1ccccc1F,-4%,.,23µM*
O=C(c1ccccc1C(=O)N1CCN(c2ccccc2F)CC1)N1CCN(c2ccccc2F)CC1,0%,2%,?
COC(=O)c1sc(NC(=O)C2c3ccccc3Oc3ccccc32)c(C(=O)OC)c1C,-1%,0%,?
COc1ccc(OCC(=O)NS(=O)(=O)c2ccccc2)cc1,-1%,7%,-3%
CNC(=O)c1ccc(Nc2nnc(-c3ccc(C)c(S(=O)(=O)N4CCCCC4)c3)c3ccccc23)cc1,-8%,-10%[12.3 µM],-3%
CCCOc1ccc(/C=C/C(=O)O)cc1OC,2%,3%,-7%
CCOC(=O)c1ccc(NC(=O)c2ccccc2N(C)S(=O)(=O)c2ccccc2)cc1,-14%,5%,?
CN(C)C(=O)CCCc1nc(-c2ccc(Cl)cc2)no1,-3%,1%,?
CCOC(=O)c1ccc(NC(=O)COc2cccc3c(=O)n(C)ccc23)cc1,-5%,8%,18µM*
Cc1cccc(C)c1NC(=O)COC(=O)c1ccc(N2CCCC2)c([N+](=O)[O-])c1,-4%,4%,?
C=CCn1c(CNC(=O)c2ccco2)nnc1SCC(=O)c1ccc(OC)cc1,1%,2%,-18%
Cc1ccc(C)c(N2CCN(C(=O)Cn3c(=O)oc4cc(S(=O)(=O)N5CCCC5)ccc43)CC2)c1,-1%,.,12µM*
CCc1cc(=O)oc2cc(C)cc(OCC(=O)NCCc3c[nH]c4ccccc34)c12,-18%,.,?
CSc1nc(C)nc(C2CC2)c1C#N,-3%,0%,0%
Cc1ccc(CO/N=C/C2=C(Cl)c3ccccc3CC2)cc1,.,-10%,?
CCOC(=O)c1c(NC(=O)C2CCCN(S(=O)(=O)c3ccccc3)C2)sc2c1CCCC2 (centres undefined),-7%,5%,9.2µM*
Cc1cccc(C)c1NC(=O)c1cc2c(=O)c3ccccc3oc2nc1C(F)(F)F,-5%,-1%,-15%
CN(C)CC(O)COc1ccc(-c2ccc(C#N)cc2)cc1 (centres undefined),-4%,-8%,.
CN(C)Cc1nc2c(c(=O)[nH]1)C1(CCCCC1)Cc1ccccc1-2,0%,4%,23µM*
CC1(C)CC(=O)c2cc(C(=O)Nn3cnnc3)c(=O)n(-c3ccccc3)c2C1,-4%,3%,5%
O=S(=O)(NCC1CC1)c1ccc(F)c(Cl)c1,0%,.,28%
N#Cc1c(NC(=O)CN2CCCCC2)sc2c1CCC2,0%,-5%,-21%
COc1ccccc1-n1c(Cc2cccs2)n[nH]c1=S,-1%,-3%,-7%
Cc1cccc(-c2nc(CSCC(=O)N3CCN(c4ccccn4)CC3)c(C)o2)c1,-8%,3%,?
COc1ccc(-c2cn3c(n2)sc2cc(C(=O)Nc4ccc(F)cc4Cl)ccc23)cc1,-6%,-8%,?
COC(=O)c1ccc(-n2c(C)ccc2-c2ccccc2)cc1,-7%,3%,?
COc1ccc(/C=C/C(=O)NC(=S)NCCc2ccc(OC)c(OC)c2)cc1,-2%,3%,?
Cc1nn(C)c(C)c1CN(C)C(=O)C1c2ccccc2Oc2ccccc21,-1%,6%,-18%
Cc1ccccc1-c1nn2c(=O)cc(CN3CCN(S(=O)(=O)c4ccc(Cl)cc4)CC3)nc2s1,-12%,5%,?
COc1cc(C(=O)NC(C)c2cccc3ccccc23)cc(OC)c1OC (centres undefined),-2%,4%,21µM*
Cc1ccc(NC(=O)c2ccc(NC(=O)N3CCSc4ncccc43)cc2)c(Cl)c1,-8%,3%,?
Cc1ccc(CNC(=O)CSc2cc(C)[nH]c(=O)n2)cc1,-11%,-8%,-22%
O=c1[nH]c(=O)n(C2CCCCC2)c(O)c1C1=Nc2ccccc2SC(c2ccc(Cl)cc2)C1 (centres undefined),-4%,6%,-15%
COc1ccccc1C(=O)n1nc(-c2ccccc2)nc1NCc1ccco1,-5%,6%,2%
C=CC(C1=CC(=O)C=CC1=O)c1ccc(O)cc1 (centres undefined),.,12%,1.8µM*

# Continuation:
SMILES,GCN5L2 inh,TDP1 inh,DT40 TDP1 no CPT
COC(=O)c1ccc(OC(=O)c2cccnc2)cc1,-4%,1%,-14%
CCCCCc1ccc(C(=O)CCCC)c(=S)[nH]1,-18%,9%,?
COCCCNC(=O)c1ccc(Cn2c(SCc3ccc(F)cc3)nc3cccnc32)cc1,-2%,1%,15µM*
Cc1cccc(NC(c2nnc(-c3ccccc3)o2)c2ccc(F)cc2Cl)c1C (centres undefined),-13%,10%,2%
COc1ccc(-n2ncc3c2CC(C)(C)CC3NC(=O)c2oc(C)cc2C)cc1 (centres undefined),0%,2%,0%
COc1ccc(C(=O)NC(=S)Nc2ccccc2[N+](=O)[O-])cc1OC,9%,-3%,-2%
Cc1ccc(C)c(N2CCN(S(=O)(=O)c3ccc4c(c3)OCCO4)CC2)c1,-11%,1%,-27%
C[C@H]1CN=C(N(C)C)N1CCCC1CCCC1,-1%,-6%,12µM*
Cc1nonc1NC(=O)CSc1nc(CCC2CCCC2)nc2ccccc12,-9%,.,?
COc1nn(CC(=O)N2N=C(C)CC2(O)C(F)(F)F)cc1[N+](=O)[O-] (centres undefined),-1%,-1%,-4%
CC(C)(CO)NC(=O)c1ccc2nc(Cc3cccc(Cl)c3)oc2c1,-3%,.,-25%
Cn1cccc1CC(=O)N/N=C/c1cc([N+](=O)[O-])ccc1Cl,-12%,0%,-9%
Cc1ccc(/C=C2/Sc3ccc(C(=O)NCCN4CCOCC4)cc3NC2=O)cc1,-16%,3%,?
COCCN(C(=O)CSc1nnc(-c2cccc(OC)c2)n1C)c1c(N)n(Cc2ccccc2)c(=O)[nH]c1=O,4%,2%,.
COc1ccc(C2=NS(=O)(=O)N(C)C(C(=O)Nc3ccc(C(C)=O)cc3)=C2)cc1OC,-22%,5%,12µM*
CCOC(=O)N1CCN(C(=O)/C=C/c2ccc3c(c2)OCO3)CC1,-2%,2%,-10%
C=CCOc1ccc(/C=N/NC(C)=O)cc1OCC,-12%,8%,-15%
CC(=O)Nc1ccc(-c2cc(-c3ccccc3)nc(-c3ccccc3)n2)cc1,2%,5%,?
CSc1nc(O)c(C2OC(=O)c3ccccc32)c(=O)[nH]1 (centres undefined),-7%,0%,-3%
CS(=O)(=O)N1CCCC(C(=O)N2CCOCC2)C1 (centres undefined),-5%,1%,-16%
CC(=O)Nc1ccccc1N(CC(O)Cn1c2ccccc2c2ccccc21)S(=O)(=O)c1ccc(C)cc1 (centres undefined),-11%,3%,18µM*
Cc1ccc2nc(C)c(C(=O)O)cc2c1,1%,-5%,-7%
COc1ccc2[nH]c3c(c2c1)CCN1C(=O)C(CC(=O)NC/C=C(\C)CCC=C(C)C)C[C@H](C(=O)N2CCOCC2)[C@@]31CCC1CCCC1 (some centres undefined),0%,-1%[56.1 µM],21µM*
COc1ccccc1NC(=O)Nc1ccnn1C1CCCCC1,-10%,-5%,?
COc1ccc(NCc2cc3cc(OC)ccc3[nH]c2=O)cc1,2%,10%,23µM*
COc1ccccc1N1CCN(S(=O)(=O)c2ccc3c(c2)NC(=O)C(C)C(=O)N3)CC1 (centres undefined),-57%,.,?
COc1cc(/C=N/N2CCN(c3ccc(Cl)cc3)CC2)cc(OC)c1OC(C)=O,-2%,.,?
O=C(CC1(O)C(=O)Nc2ccccc21)c1ccc(-n2cnnn2)cc1 (centres undefined),-5%,0%,-3%
Cc1oc(-c2ccccc2F)nc1CS(=O)CC(=O)NCc1ccc(F)cc1 (centres undefined),-65%,.,?
O=C(C1CCC1)N1CCN(S(=O)(=O)c2cccc(F)c2)CC1,3%,1%,2%
COc1ccc(-c2csc(NC(=S)NC(=O)c3ccccc3)n2)cc1Br,-13%,.,?
COc1ccc(NC(=O)CCCN2C(=O)CCn3nc(-c4cn(C)c5ccccc45)cc32)cc1,-4%,7%,18µM*
CC1CC(C)CN(c2ncnc3c2cnn3-c2ccc(Cl)cc2)C1 (centres undefined),0%,3%,?
N#Cc1ccc(OCC(=O)N2CCN(S(=O)(=O)c3cccs3)CC2)cc1,-2%,3%,-7%
COc1cc(/C=C/C(=O)OCC(=O)NC(=O)NC(C)C)cc(S(=O)(=O)N2CCc3ccccc32)c1OC,-13%,2%,21µM*
Cc1ccc(-c2csc(NC(=S)NC(=O)c3cc4ccccc4o3)n2)cc1,4%,3%,8%

# Grouped by structure, the entries above with an NH in an aromatic ring
SMILES,GCN5L2 inh,TDP1 inh,DT40 TDP1 no CPT
OCCN1CCN(c2ncnc3nc[nH]c23)CC1,3%,10%,-11%
CN(C)C(=O)CCc1ccc2c3c([nH]c2c1)[C@]1(C)[C@@H](C(=O)N2CCCCC2)C[C@H](CC(=O)NCCC2=CCCCC2)C(=O)N1CC3,0%,0%[56.1 µM],16µM*
CCc1cc(=O)oc2cc(C)cc(OCC(=O)NCCc3c[nH]c4ccccc34)c12,-18%,.,?
CN(C)Cc1nc2c(c(=O)[nH]1)C1(CCCCC1)Cc1ccccc1-2,0%,4%,23µM*
COc1ccccc1-n1c(Cc2cccs2)n[nH]c1=S,-1%,-3%,-7%
Cc1ccc(CNC(=O)CSc2cc(C)[nH]c(=O)n2)cc1,-11%,-8%,-22%
O=c1[nH]c(=O)n(C2CCCCC2)c(O)c1C1=Nc2ccccc2SC(c2ccc(Cl)cc2)C1 (centres undefined),-4%,6%,-15%
CCCCCc1ccc(C(=O)CCCC)c(=S)[nH]1,-18%,9%,?
COCCN(C(=O)CSc1nnc(-c2cccc(OC)c2)n1C)c1c(N)n(Cc2ccccc2)c(=O)[nH]c1=O,4%,2%,.
CSc1nc(O)c(C2OC(=O)c3ccccc32)c(=O)[nH]1 (centres undefined),-7%,0%,-3%
COc1ccc2[nH]c3c(c2c1)CCN1C(=O)C(CC(=O)NC/C=C(\C)CCC=C(C)C)C[C@H](C(=O)N2CCOCC2)[C@@]31CCC1CCCC1 (some centres undefined),0%,-1%[56.1 µM],21µM*
COc1ccc(NCc2cc3cc(OC)ccc3[nH]c2=O)cc1,2%,10%,23µM*
